Screening results as filed in PubChem BioAssay.
PvdQ acylase = blocks Pseudomonas aeruginosa PvdQ acylase activity; purified PvdQ acylase, fluorescence plate reader; inhibition, % at 10 µM; 340,000 tested, 0.063% active; in the data active means inhibition above about 30%, passing the limit was not always enough;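 further: 0% = vehicle neutral wells and 100% = reference inhibitor wells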
PKA-R2B activ = activators of human PKA-R2B complex; 340,000 tested, 0.079% active; activation, % at 11.4 µM; PKA-R2B holoenzyme dissociation, Cy5-IP20 fluorescence polarization; R2B truncated from residue 108, S112A mutant; 0% DMSO only, 100% 113 µM cGMP; P22694+P31323;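 active means activation above a cutoff set at the mean over all compounds plus 3 SD, cut at about 18% in these data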;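 further: higher means more holoenzyme dissociation and a rise in polarization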
Target sequence (P31323 whole entry, looked up, other chains not shown, the tested form may be a part): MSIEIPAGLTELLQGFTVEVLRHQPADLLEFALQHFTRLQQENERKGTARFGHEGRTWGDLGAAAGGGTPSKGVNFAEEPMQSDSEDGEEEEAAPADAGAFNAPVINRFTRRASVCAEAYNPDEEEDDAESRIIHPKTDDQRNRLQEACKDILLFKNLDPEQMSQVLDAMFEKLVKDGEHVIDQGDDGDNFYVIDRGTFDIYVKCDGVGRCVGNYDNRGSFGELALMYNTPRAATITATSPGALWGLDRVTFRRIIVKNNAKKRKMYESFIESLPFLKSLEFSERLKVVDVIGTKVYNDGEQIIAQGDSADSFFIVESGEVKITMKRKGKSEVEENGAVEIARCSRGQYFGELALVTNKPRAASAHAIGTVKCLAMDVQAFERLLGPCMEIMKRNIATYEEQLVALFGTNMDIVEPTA
SR-BI DiI-HDL act = activators of SR-BI mediated HDL lipid uptake. activation, % at 12.5 µM. CHO ldlA[mSR-BI] cells, DiI-HDL uptake fluorescence, 3 h; 100 = double the neutral-control signal. 320,000 tested, 0.096% active;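 active means mean replicate activation of at least 60% and every replicate at or above 60%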;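 further: 0% = median plate neutral-control signal and 100% = twice that signal; values of inactives mirror those of a sister screen read the other way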
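system = CHO ldlA[mSR-BI] cells, LDL receptor-null, SR-BI overexpressing | medium = Ham's F12 with 0.5% BSA, HEPES 25 mM, pH 7.4 | probe or stimulus = DiI-HDL 10 µg/mL | compound dosing = single-point compound dose | incubation = compound exposure 3 h, 37 °C | technique = DiI fluorescence, bottom read | read-out = cell-associated DiI fluorescence as measure of HDL uptake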
NSD2 HMT inh = blocks human histone methyltransferase NSD2. O96028. NSD2 peptide methylation, AlphaScreen, 120 min. inhibition, % at 12.5 µM. 310,000 tested, 0.54% active. AID 743445; in the data active means inhibition above about 50%
SR-BI DiI inh = blocks mouse SR-BI lipid uptake from DiI-HDL; Q61009; ldlA[mSR-BI] CHO cells, DiI-HDL uptake fluorescence, 3 h; inhibition, % at 12.5 µM; 320,000 tested, 0.96% active;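 active means mean replicate inhibition of at least 70% and a set share of replicates each scoring 70 or more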;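 further: 0% = median of neutral control wells and 100% = median of positive control wells; values of inactives mirror those of a sister screen read the other way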
Arrestin-AP2 inh = human beta-arrestin and AP2 interaction inhibition. FITC-arrestin peptide / GST-AP2 beads, flow cytometry; AP2 beta2 appendage carries R879A mutation. inhibition, % at 10 µM. 340,000 tested, 0.31% active. AID 504490;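 active means inhibition above a set limit, near 3 SD of compounds lacking own fluorescence, cut at about 54% in these data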;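 further: plate controls were DMSO wells for no effect and 5 µM unlabelled arrestin peptide for full effect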
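System: GST-AP2 R879A glutathione beads | Also added: FITC-arrestin peptide, 50 nM | Times: 12 min plus 1 h, RT | Signal: Bead flow cytometry, FITC channel | Buffer or medium: PBS with 0.05% Tween 20 and 0.1% BSA | Read-out basis: Percent drop in bead-associated FITC signal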
C-LANA FP = KSHV C-LANA DNA binding inhibition | MBP-C-LANA/FAM-LBS DNA binding, fluorescence polarization | inhibition, % at 9 µM | 340,000 tested, 0.078% active;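 active means highest replicate inhibition at or above 60% at 9 µM, even if other replicates fall short; inactive means all replicates below 60% inhibition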;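 further: 0% = neutral control wells and 100% = 4 µM acridine orange control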
RTF Ca sens inh = cardiac RTF calcium desensitization; IANBD-labeled cardiac RTF, Ca2+ fluorescence; inhibition, % at 7.15 µM; 340,000 tested, 0.12% active; AID 493244;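 active means inhibition above the mean inhibition of all tested compounds plus 3 SD, cut at about 17% in these data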;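 further: assay run at fixed EC70 calcium of 1.6 mM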
Keap1 Nrf2 FP = disrupts human Keap1 binding to Nrf2 peptide; AID 504523; 340,000 tested, 0.15% active; inhibition, % at 9.4 µM; Keap1 Kelch-Nrf2 peptide fluorescence polarization, 1536-well; Q14145; in the data active means inhibition above about 12%;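 further: human Keap1 Kelch domain with fluorescein labeled Nrf2 9mer peptide probe; 0% = neutral control wells and 100% = peptide positive control; higher means more block of Keap1 binding to Nrf2 peptide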
Target sequence (Q14145 whole entry, looked up, the tested form may be a part): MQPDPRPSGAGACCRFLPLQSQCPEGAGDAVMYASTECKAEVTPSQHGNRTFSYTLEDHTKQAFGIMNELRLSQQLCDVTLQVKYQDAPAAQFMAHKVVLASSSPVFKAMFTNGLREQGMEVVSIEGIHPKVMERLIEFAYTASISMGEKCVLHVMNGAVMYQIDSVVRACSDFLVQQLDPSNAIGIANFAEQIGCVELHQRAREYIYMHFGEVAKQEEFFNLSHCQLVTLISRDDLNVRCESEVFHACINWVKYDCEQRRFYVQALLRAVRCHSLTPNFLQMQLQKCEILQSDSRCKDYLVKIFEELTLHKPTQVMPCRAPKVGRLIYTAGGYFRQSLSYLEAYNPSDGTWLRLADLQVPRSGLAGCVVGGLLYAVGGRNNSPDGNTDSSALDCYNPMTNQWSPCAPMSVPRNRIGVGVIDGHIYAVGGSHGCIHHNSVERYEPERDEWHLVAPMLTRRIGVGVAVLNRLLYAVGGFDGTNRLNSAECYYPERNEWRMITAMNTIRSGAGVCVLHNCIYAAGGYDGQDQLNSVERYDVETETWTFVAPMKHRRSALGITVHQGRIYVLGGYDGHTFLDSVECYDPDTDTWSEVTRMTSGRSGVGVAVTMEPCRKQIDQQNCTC
DAGLB inh = blocks human DAGLB lipase activity; Q8NCG7; HEK293T DAGLB membrane lysate, EnzChek fluorogenic substrate; inhibition, % at 5.17 µM; 340,000 tested, 0.059% active; AID 504411; in the data active means inhibition above about 34%;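 further: 0% = enzyme with vehicle and 100% = wells lacking enzyme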
Starred values were filed as active, the others as inactive.

Screening O=C(c1ccc(Cl)c(S(=O)(=O)N2CCCCCC2)c1)N1CCN(CCO)CC1 returned PvdQ acylase -15, PKA-R2B activ 0, NSD2 HMT inh 3, Arrestin-AP2 inh -6, C-LANA FP 2.8, RTF Ca sens inh 1, Keap1 Nrf2 FP -3 and DAGLB inh 0.
Screening CCCN(CCC)S(=O)(=O)c1cccc(C(=O)Nc2ccc3c(c2)OCO3)c1 returned PvdQ acylase 4, PKA-R2B activ -13, SR-BI DiI-HDL act -54, NSD2 HMT inh -4, SR-BI DiI inh 54, Arrestin-AP2 inh 22, C-LANA FP -0.6, RTF Ca sens inh 0, Keap1 Nrf2 FP -2 and DAGLB inh -6.
`COc1ccccc1C(C)NCC(=O)NCc1ccc(C)cc1` (configuration not stated) gave PvdQ acylase -6, PKA-R2B activ 4, SR-BI DiI-HDL act -7, NSD2 HMT inh 3, SR-BI DiI inh 7, Arrestin-AP2 inh 5, C-LANA FP 1.2, RTF Ca sens inh -11, Keap1 Nrf2 FP 1 and DAGLB inh -3.
Screening Nc1nonc1-c1noc(N2CCCCC2)n1 returned PvdQ acylase 3, PKA-R2B activ -8, NSD2 HMT inh -4, Arrestin-AP2 inh 33, C-LANA FP -2.2, RTF Ca sens inh -3, Keap1 Nrf2 FP 1 and DAGLB inh 0.
COc1ccccc1NS(=O)(=O)c1cc(NC(=O)c2sccc2C)ccc1N1CCCC1 was read as PvdQ acylase -13, PKA-R2B activ -4, SR-BI DiI-HDL act -46, NSD2 HMT inh 0, SR-BI DiI inh 46, Arrestin-AP2 inh -11, C-LANA FP -0.8, RTF Ca sens inh 25*, Keap1 Nrf2 FP -2 and DAGLB inh 1.
Cc1c(C(=O)NC(=S)Nc2ccc(N3CCOCC3)cc2)cccc1[N+](=O)[O-] was read as PvdQ acylase -13, PKA-R2B activ 1, SR-BI DiI-HDL act -31, NSD2 HMT inh -9, SR-BI DiI inh 31, Arrestin-AP2 inh -2, C-LANA FP 0.7, RTF Ca sens inh -12, Keap1 Nrf2 FP -6 and DAGLB inh -1.
Screening CC(C)Cn1c(N)c(C(=O)COC(=O)c2cnccn2)c(=O)n(C)c1=O returned PvdQ acylase 0, PKA-R2B activ -16, SR-BI DiI-HDL act 0, NSD2 HMT inh -2, SR-BI DiI inh 0, Arrestin-AP2 inh 40, C-LANA FP 2.3, RTF Ca sens inh -3, Keap1 Nrf2 FP 0 and DAGLB inh -2.
For O=C(Cn1nnc2ccccc21)c1ccc(Cl)cc1 the results were PvdQ acylase 21, PKA-R2B activ -11, NSD2 HMT inh -3, Arrestin-AP2 inh 6, C-LANA FP -2.2, RTF Ca sens inh -15, Keap1 Nrf2 FP 0 and DAGLB inh 3.
`CSCCC(NC(=O)C1CCC(C)CC1)C(=O)Nc1ccc(NC(C)=O)cc1` (configuration not stated) gave PvdQ acylase -11, PKA-R2B activ -5, NSD2 HMT inh 14, Arrestin-AP2 inh -2, C-LANA FP 0.2, RTF Ca sens inh -10, Keap1 Nrf2 FP -5 and DAGLB inh 3.
`CCN(CC)C(=O)CSCC(=O)Nc1ccccc1` gave PvdQ acylase -3, PKA-R2B activ -6, SR-BI DiI-HDL act 27, NSD2 HMT inh -1, SR-BI DiI inh -27, Arrestin-AP2 inh 5, C-LANA FP -0.5, RTF Ca sens inh -6, Keap1 Nrf2 FP -2 and DAGLB inh -2.
`CN1CCN(c2oc(-c3ccccc3Cl)nc2S(=O)(=O)c2ccccc2)CC1` gave PvdQ acylase -9, PKA-R2B activ 5, SR-BI DiI-HDL act 0, NSD2 HMT inh 11, SR-BI DiI inh 0, Arrestin-AP2 inh -10, C-LANA FP -0.2, RTF Ca sens inh -12, Keap1 Nrf2 FP 1 and DAGLB inh 1.
`COc1ccc(OCCC(=O)Nc2cc3c(cc2C(=O)O)OCCCO3)cc1` gave PvdQ acylase -7, PKA-R2B activ -1, SR-BI DiI-HDL act 25, NSD2 HMT inh -1, SR-BI DiI inh -25, Arrestin-AP2 inh 3, C-LANA FP 0.1, RTF Ca sens inh -6, Keap1 Nrf2 FP -2 and DAGLB inh 2.
For COc1cc(NC(=O)c2ccc3c(c2)S(=O)(=O)N=C2CCCCCN23)cc(OC)c1 the results were PvdQ acylase -2, PKA-R2B activ 1, SR-BI DiI-HDL act -60, NSD2 HMT inh -4, SR-BI DiI inh 60, Arrestin-AP2 inh 25, C-LANA FP 2.7, RTF Ca sens inh -16, Keap1 Nrf2 FP 2 and DAGLB inh 3.
For Cc1c(O)c2c(=O)n(-c3ccccc3)c(-c3ccccc3)cc2oc1=O the results were PvdQ acylase -2, PKA-R2B activ 0, SR-BI DiI-HDL act 0, NSD2 HMT inh -2, SR-BI DiI inh 0, Arrestin-AP2 inh 8, C-LANA FP -0.7, RTF Ca sens inh -4, Keap1 Nrf2 FP 5 and DAGLB inh -2.
For COc1ccc(NC(=O)COC(=O)Cc2ccccc2[N+](=O)[O-])cc1OC the results were PvdQ acylase 0, PKA-R2B activ -2, SR-BI DiI-HDL act -10, NSD2 HMT inh -1, SR-BI DiI inh 10, Arrestin-AP2 inh 16, C-LANA FP -2.2, RTF Ca sens inh 3, Keap1 Nrf2 FP 1 and DAGLB inh -4.
`Cc1cccc(-n2c(SCC(=O)Nc3nnc(C)s3)nnc2-c2ccoc2C)c1` gave PvdQ acylase -5, PKA-R2B activ 1, SR-BI DiI-HDL act 13, NSD2 HMT inh 1, SR-BI DiI inh -13, Arrestin-AP2 inh 18, C-LANA FP 1.2, RTF Ca sens inh 3, Keap1 Nrf2 FP -3 and DAGLB inh 0.
Screening CCOC(=O)c1c2c3c(cccc3[nH]c1=O)C(=O)c1ccccc1-2 returned PvdQ acylase 2, PKA-R2B activ 2, SR-BI DiI-HDL act 8, NSD2 HMT inh 4, SR-BI DiI inh -8, Arrestin-AP2 inh 45, C-LANA FP 1.9, RTF Ca sens inh -5, Keap1 Nrf2 FP -1 and DAGLB inh 0.
Screening O=C(NNC(=O)c1cccs1)c1ccc(Cl)c(Cl)c1 returned PvdQ acylase 5, PKA-R2B activ 3, SR-BI DiI-HDL act 0, NSD2 HMT inh 0, SR-BI DiI inh 0, Arrestin-AP2 inh 3, C-LANA FP 0.4, RTF Ca sens inh -2, Keap1 Nrf2 FP 2 and DAGLB inh -1.
Cc1ccc(/C=N/NC(=O)COc2ccccc2-c2ccccc2)cc1 was read as PvdQ acylase -16, PKA-R2B activ -8, SR-BI DiI-HDL act -4, NSD2 HMT inh -2, SR-BI DiI inh 4, Arrestin-AP2 inh -8, C-LANA FP 3.4, RTF Ca sens inh 3, Keap1 Nrf2 FP 0 and DAGLB inh -8.
Screening Cc1ccc(NC(=O)CN2C(=O)NC(C)(c3ccc(Cl)cc3)C2=O)c(Br)c1 (configuration not stated) returned PvdQ acylase -10, PKA-R2B activ -1, NSD2 HMT inh -2, Arrestin-AP2 inh 0, C-LANA FP 2.7, RTF Ca sens inh -44, Keap1 Nrf2 FP -2 and DAGLB inh -2.
COc1ccc(C)cc1N(CC(=O)N1CCCC1)S(C)(=O)=O was read as PvdQ acylase -8, PKA-R2B activ 0, SR-BI DiI-HDL act -4, NSD2 HMT inh -2, SR-BI DiI inh 4, Arrestin-AP2 inh 3, C-LANA FP -1.4, RTF Ca sens inh -9, Keap1 Nrf2 FP -6 and DAGLB inh 2.
Screening COc1ccc(Cn2nnnc2C(c2cccs2)N2CCN(c3ccc([N+](=O)[O-])cc3)CC2)cc1 (configuration not stated) returned PvdQ acylase -5, PKA-R2B activ -5, SR-BI DiI-HDL act -29, SR-BI DiI inh 29, Arrestin-AP2 inh -4, C-LANA FP 1.7, RTF Ca sens inh 8, Keap1 Nrf2 FP 3 and DAGLB inh -3.
For CC(=O)c1ccc(OCc2cc(C(=O)N(C)Cc3ncc(C)[nH]3)no2)cc1 the results were PvdQ acylase -27, PKA-R2B activ -10, SR-BI DiI-HDL act -6, NSD2 HMT inh 3, SR-BI DiI inh 6, Arrestin-AP2 inh -11, C-LANA FP 1.1, RTF Ca sens inh -2, Keap1 Nrf2 FP -4 and DAGLB inh -2.
CC(=O)c1cccc(NC(=S)N2c3ccccc3CC2C)c1 (configuration not stated) was read as PvdQ acylase -9, PKA-R2B activ 7, SR-BI DiI-HDL act -23, NSD2 HMT inh -1, SR-BI DiI inh 23, Arrestin-AP2 inh -4, C-LANA FP -0.7, RTF Ca sens inh -13, Keap1 Nrf2 FP -1 and DAGLB inh -2.
For CCCCn1c(=NC(=O)c2ccco2)c(C(=O)OCC)cc2c(=O)n3cccc(C)c3nc21 the results were PvdQ acylase 0, PKA-R2B activ -5, SR-BI DiI-HDL act -7, NSD2 HMT inh 0, SR-BI DiI inh 7, Arrestin-AP2 inh 6, C-LANA FP -1.5, RTF Ca sens inh -17, Keap1 Nrf2 FP -5 and DAGLB inh -3.
`CCCN1CCCC[C@H]1C(=O)Nc1c(C)cccc1C` gave PvdQ acylase 11, PKA-R2B activ 7, SR-BI DiI-HDL act 9, SR-BI DiI inh -9, Arrestin-AP2 inh 4, C-LANA FP 2.7, RTF Ca sens inh -5, Keap1 Nrf2 FP -5 and DAGLB inh 0.
Screening CCc1noc(C)c1C(=O)OCC(=O)NC(=O)c1ccccc1 returned PvdQ acylase -17, PKA-R2B activ -3, SR-BI DiI-HDL act 15, NSD2 HMT inh -2, SR-BI DiI inh -15, Arrestin-AP2 inh -6, C-LANA FP 1.2, RTF Ca sens inh -1, Keap1 Nrf2 FP -2 and DAGLB inh 0.
For CCOc1ccc(C(=O)Nc2cnn(Cc3ccc(Cl)c(Cl)c3)c2)cc1 the results were PvdQ acylase 5, PKA-R2B activ 1, SR-BI DiI-HDL act -10, NSD2 HMT inh -5, SR-BI DiI inh 10, Arrestin-AP2 inh 7, C-LANA FP 1.2, RTF Ca sens inh -3, Keap1 Nrf2 FP -1 and DAGLB inh -2.
COc1ccc(C(=O)Nc2cc(C)nn2-c2cccc(F)c2)cc1OC was read as PvdQ acylase 2, PKA-R2B activ 5, SR-BI DiI-HDL act -26, NSD2 HMT inh 26, SR-BI DiI inh 26, Arrestin-AP2 inh 36, C-LANA FP 0.4, RTF Ca sens inh 0, Keap1 Nrf2 FP 3 and DAGLB inh -2.
For COc1ccc(NC(=O)c2ccc3nc[nH]c3c2)c(OC)c1 the results were PvdQ acylase -8, PKA-R2B activ -1, NSD2 HMT inh 2, Arrestin-AP2 inh 8, C-LANA FP -0.9, RTF Ca sens inh 4, Keap1 Nrf2 FP -4 and DAGLB inh 3.
